Compound activity (PubChem BioAssay)
TDP1 cell CPT: DT40-hTDP1 cell growth loss with CPT. chicken DT40 Tdp1-/-;hTDP1 cells + 20 nM CPT, ATP luminescence, 48 h. Potency, µM (highest dose often 46.2 µM), without a hit: at the highest dose activity change, negative = growth inhibition, usual class: inhibitors. hit rate 12% among 420,000. AID 686979; note: nearly all actives have a fitted effect of over 55% in size
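Chicken DT40 Tdp1-/- cells stably complemented with human TDP1 were seeded at 400 cells/well in medium containing 20 nM camptothecin, exposed to pin-transferred compounds, and grown at 37 °C for at least 48 hr. Viability was read as ATP luminescence.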
KAT2A inh: blocks human GCN5L2 histone acetyltransferase; Q92830; GCN5L2 HAT assay, ThioGlo1 CoA-SH fluorescence; Potency, µM (top dose mostly 58.9 µM), for the others: top-dose activity change, negative = inhibition, most hits filed as inhibitors; hit rate 0.21% among 390,000
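Enzyme at 20nM final was mixed with library compounds for 15 min at room temperature. Peptide H3(1-25) at 75uM, acetyl-CoA at 70uM and ThioGlo1 at 50uM were then added. Plates were read immediately and after 20 min (Ex340nm/Em540nm).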
FEN1 inhibitor: blocks human flap endonuclease 1; P39748; Recombinant FEN1 flap cleavage, fluorescence, 15 min; Potency, µM (top dose mostly 114 µM), without a hit: at the highest dose activity change, negative = inhibition, hits mostly inhibitors; hit rate 0.35% among 390,000; AID 588795; note: nearly all actives have a fitted effect of over 65% in size
Target sequence (P39748 whole entry, looked up): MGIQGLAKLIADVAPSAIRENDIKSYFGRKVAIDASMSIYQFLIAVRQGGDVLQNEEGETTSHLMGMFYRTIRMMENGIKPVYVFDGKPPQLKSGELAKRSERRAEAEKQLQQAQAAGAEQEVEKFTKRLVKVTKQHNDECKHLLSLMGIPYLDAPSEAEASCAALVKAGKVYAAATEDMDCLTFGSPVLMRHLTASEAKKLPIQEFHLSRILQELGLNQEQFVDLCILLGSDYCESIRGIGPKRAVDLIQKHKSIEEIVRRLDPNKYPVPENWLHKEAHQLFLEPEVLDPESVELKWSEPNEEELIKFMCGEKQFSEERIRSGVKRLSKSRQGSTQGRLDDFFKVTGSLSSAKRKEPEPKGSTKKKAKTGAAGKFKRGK
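Enzyme 10 nM, 15 min RT preincubation with compound; start with substrate 50 nM final; reads at 0 and 15 min; qHTS titration, four-parameter Hill fit.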
* = called active by the depositor; ? = inconclusive; . = not tested or not shown; & = joins results of further samples; [ ] = dose if it differs, or a comment. Calls come from the whole dose curve; as a rule, active = well fitted curve in the direction sought with a large enough effect; inconclusive = small, poorly fitted or top-dose-only effect, or another doubt; inactive = no such curve, though single readings can be large; an effect the other way counts as inactive or inconclusive. % is set by controls: 0 for no effect and ±100 for the full control effect; potency is the fitted concentration of half-maximal effect. Only part of the results is shown, so the mix of outcomes need not match the whole.

Sample of the layout:
Each structure is followed by: TDP1 cell CPT, FEN1 inhibitor, KAT2A inh
Cc1ccc(C(=O)NCc2nnc(SCC(=O)Nc3ccccc3)n2C)cc1
 : -18%, 1%, 1%
O=C(CCNC(=O)C1CCN(S(=O)(=O)c2ccc(F)cc2)CC1)NCc1ccncc1
 : -1%, -15%, -6%

Results (from the top)
Each structure is followed by: TDP1 cell CPT, FEN1 inhibitor, KAT2A inh
Cc1ccc(C(=O)NCc2nnc(SCC(=O)Nc3ccccc3)n2C)cc1
 : -18%, 1%, 1%
O=C(CCNC(=O)C1CCN(S(=O)(=O)c2ccc(F)cc2)CC1)NCc1ccncc1
 : -1%, -15%, -6%
CCOC(=O)N1CCN(c2cc(=O)n(-c3ccc(OC)cc3)c(=O)[nH]2)CC1
 : 14%, 3%, 2%
O=C(Cn1nnc(-c2ccncc2)n1)NCCc1ccccc1
 : -8%, -18%, -11%
COC(=O)c1ccc(Oc2ccc(C(F)(F)F)cn2)cc1
 : 1%, -15%, -6%
COCCc1ncc(CN2CCCCC2C(=O)Nc2ccc(Oc3ccccc3)nc2)cn1 (stereo unspecified)
 : -4%, -3%, -7%
CCCn1c(SCC(=O)N2CCCC2)nc2c1c(=O)n(C)c(=O)n2C
 : -14%, -3%, -8%
Cc1ccc(CNS(=O)(=O)N(C)C)cc1
 : -6%, -8%, -4%
Cc1c(C(=O)N2CCCCCC2)c(S(=O)(=O)Nc2cccc(F)c2)c(C)n1C
 : -6%, -4%, -7%
COc1ccc2[nH]c3c(N4CCN(Cc5ccc6c(c5)OCO6)CC4)ncnc3c2c1
 : 15µM*, ?, -12%
Cc1ccccc1NC(=O)N1CCC(CN2CCCC2)CC1
 : 10%, 19%, -1%
Cc1c(Cl)cccc1-n1c(-c2cccnc2)n[nH]c1=S
 : -4%, -5%, 0%
CC(=O)Nc1ccc(NC(=O)c2ccccc2Nc2ccccc2)cc1
 : ?, 2%, -5%
O=C(COC(=O)C1COc2ccccc2O1)Nc1cccc(S(=O)(=O)N2CCCCC2)c1 (stereo unspecified)
 : 0%, -4%, 3%
O=c1cccc2c1c1cc[nH]c3ccc(=O)n2c31
 : 9.2µM*, ?, 1%
O=C(CCC(=O)N1CCOCC1)NCCc1ccc(F)cc1
 : -13%, 5%, -2%
CC1(C)Cc2c(sc(NC(=O)c3ccccc3Cl)c2C(=O)O)CO1
 : 6%, 10%, 16%
CN1C(=O)c2[nH]nc(-c3ccc(F)cc3)c2C1c1cccc(O)c1 (stereo unspecified)
 : ?, 13%, -4%
COc1ccc(Cl)cc1NC(=O)C1CCCN(c2ncnc3onc(C)c23)C1 (stereo unspecified)
 : 18µM*, 11%, 17%
O=C1NC(c2cccc(OCc3ccccc3)c2)Nc2ccccc21 (stereo unspecified)
 : 1.5µM*, -12%, .
CCOC(=O)[C@H](CCc1ccccc1)N[C@@H](C)C(=O)N1[C@H](C(=O)O)C[C@H]2CCCC[C@@H]21
 : 4%&-27%, ?, 1%&-16%
OCC(O)C(O)C(O)c1cnn(-c2ccccc2)n1 (stereo unspecified)
 : 0%, 9%, .
C#CCSc1nnc(-c2ccc(C)cc2)o1
 : -3%, -9%, -9%
COc1ccc(/C=N\N2CCN(Cc3ccccc3Cl)CC2)cc1
 : -18%, 1%, -3%
O=C(c1cnccn1)N1CCCC(N2CCN(c3cccc(Cl)c3)CC2)C1 (stereo unspecified)
 : -5%, 6%, -1%
COc1ccc(CCN(C)C2CCCN(C(=O)c3ccnn3C)C2)cc1OC (stereo unspecified)
 : -10%, 1%, -1%
CN1CCN(S(=O)(=O)NC[C@H]2O[C@@H](n3cnc4c(N)ncnc43)[C@H](O)[C@@H]2O)CC1
 : 5%, 13%, -4%
O=C(CSc1ccccn1)Nc1ccc(NC(=O)CSc2ccccn2)cc1
 : 8%, -2%, -3%
COc1ccccc1NC(=O)c1oc2ccccc2c1NC(=O)c1c(F)cccc1F
 : ?, -8%, -4%
O=C(CCS(=O)(=O)c1nc(-c2ccc3c(c2)OCO3)cc(C(F)(F)F)n1)Nc1ccc(F)c(Cl)c1
 : 2.6µM*, -8%, -15%

6 compounds drawn at random from those above:
Each structure is followed by: TDP1 cell CPT, FEN1 inhibitor, KAT2A inh
O=C(CSc1ccccn1)Nc1ccc(NC(=O)CSc2ccccn2)cc1
 : 8%, -2%, -3%
COCCc1ncc(CN2CCCCC2C(=O)Nc2ccc(Oc3ccccc3)nc2)cn1 (stereo unspecified)
 : -4%, -3%, -7%
O=C(Cn1nnc(-c2ccncc2)n1)NCCc1ccccc1
 : -8%, -18%, -11%
CN1CCN(S(=O)(=O)NC[C@H]2O[C@@H](n3cnc4c(N)ncnc43)[C@H](O)[C@@H]2O)CC1
 : 5%, 13%, -4%
OCC(O)C(O)C(O)c1cnn(-c2ccccc2)n1 (stereo unspecified)
 : 0%, 9%, .
CCCn1c(SCC(=O)N2CCCC2)nc2c1c(=O)n(C)c(=O)n2C
 : -14%, -3%, -8%

(continued)
Each structure is followed by: TDP1 cell CPT, FEN1 inhibitor, KAT2A inh
C=CCN1C(=O)C2C(C(=O)NC)C3(C)C=CC2(O3)C1C(=O)NCc1ccc(OC)cc1 (stereo unspecified)
 : -25%, 30%, 2%
Cc1ccc(CC(=O)Nc2ccc([N+](=O)[O-])cc2C)cc1
 : -15%, -1%, -29%
O=C(O/N=C(/c1ccccc1)c1ccncc1)c1ccccc1[N+](=O)[O-]
 : -19%, 3%, -12%
COc1ccc2nc(SCC(=O)N(C)C3CCCCC3)c(C#N)cc2c1
 : ?, -8%, -6%
O=C(c1ccc(-n2cccc2)cc1)N1CCN(Cc2ccccc2)CC1
 : ?, -13%, -3%
O=c1c2c3c(sc2nc2n1CCCCC2)C(O)CCC3 (stereo unspecified)
 : -4%, 12%, 0%
Cc1ccc(-c2noc(CSc3nnnn3C3CCCCC3)n2)cc1
 : 21µM*, 5%, -10%
CCN(c1ccc(OC)cc1)S(=O)(=O)c1cc(-c2cc(C)no2)ccc1OC
 : -15%, 15%, -21%
Cc1cc(C)cc(NC(=S)/N=C(\N)Nc2nc(C)c3ccccc3n2)c1
 : 21µM*, -23%, 1%
NC(=O)Cn1c(=O)n(CCC(=O)NCCSCc2ccccc2)c(=O)c2ccccc21
 : 4%, 1%, 2%
O=C(CSc1nc2ncccc2o1)Nc1cccc(C(F)(F)F)c1
 : -22%, 16%, 3%
COCCn1c(=NC(=O)/C=C/c2cccs2)sc2cc(NC(C)=O)ccc21
 : ?, -3%, -4%
CC1=CN2CC(O)CN=C2C=C1 (stereo unspecified)
 : -7%, -20%, -4%[0.501 µM]
CCN1C(=O)[C@@H]2[C@@H](c3ccc(-c4ccc5c(c4)OCO5)c(OC)c3)N3CCC[C@@]3(C(=O)OC)[C@@H]2C1=O
 : -10%, -9%, -6%
O=C(OCC(=O)N1CCCc2ccccc21)c1c(F)cccc1F
 : 13%, 0%, 1%
CCOCCn1c(SCc2c(F)cccc2Cl)nc2c1c(=O)[nH]c(=O)n2C
 : ?, 0%, -8%
CCOc1cc(N2CCOCC2)c(OCC)cc1NC(=O)CN1C(=O)C2CC=CCC2C1=O (stereo unspecified)
 : 8%, 3%, -2%
COCCCN1C(=O)c2ccc(C(=O)NCCc3ccccc3)cc2C1=O
 : 3%, -2%, -8%
N#Cc1cccc(-c2ccc3ncnc(NCCN4CCOCC4)c3c2)c1
 : ?, ., -21%
COc1ccc(CC(=O)N/N=C/c2sccc2C)cc1
 : 0%, 0%, -12%
Cc1ccc(Cc2nc3ccccc3nc2SCC(=O)NCCC(C)C)cc1
 : ?, -7%, -1%
CCCNCc1cc(OCC)c(OCC(N)=O)cc1Br
 : -8%, 3%, -2%
Cc1cc([N+](=O)[O-])cc2c1NC(=O)C2(O)N1CCCCCC1 (stereo unspecified)
 : -2%, -11%, 0%
COc1cc2cncc(Cc3ccccc3)c2cc1O
 : ?, 5%, .
C[C@H](CO)N1C[C@H](C)[C@@H](CN(C)S(=O)(=O)c2ccc(F)cc2)Oc2ccc(NC(=O)Cc3ccccc3)cc2C1=O
 : ?, -4%, -4%
CCOc1ccccc1NC(=O)CNC(=O)N1CC(=O)Nc2ccccc21
 : ?, 47%[activator], -11%
O=C(NCCN1CCOCC1)c1ccc(NS(=O)(=O)c2ccccc2)cc1
 : 7%, 9%, -5%
O=C(Nc1cccc(C(F)(F)F)c1)C1CCCCC1
 : -30%, 5%, -6%
CCCCn1c(=O)[nH]c(=O)c2c1nc(COc1ccc(C#N)cc1)n2CCC
 : -17%, 8%, 0%
O=C(Nc1ccc2oc(-c3ccncc3)nc2c1)c1ccco1
 : ?, -4%, -18%
CC1=C(C(=O)Nc2cccc(F)c2)C2(CCCCCC2)OC1=O
 : ?, -12%, -8%
CC(=O)OC1CC(OC(C)=O)[C@]2(C)C(CC(=O)[C@]3(C)C2CC[C@@]2(C)C(c4ccoc4)OC(=O)C4O[C@@]423)C1(C)C (stereo partly specified)
 : -8%, ., 2%
CCN(CC)CCN1CCn2c3c(c4cc(C)ccc42)CCCC31 (stereo unspecified)
 : ?, -9%, -4%
COc1ccccc1NCC(=O)N/N=C(\C)c1cccs1
 : ?, -2%, 2%
N/C(=N\OC(=O)c1cnn(-c2ccccc2)c1C(F)(F)F)c1ccc(C(F)(F)F)cc1
 : ?, -2%, -8%
O=C(NCCCO)c1cc([N+](=O)[O-])cc2c1C=Cc1ccccc1O2
 : ?, -17%, -12%
O=C(c1ccc(N2C(=O)C3CCCCC3C2=O)cc1)N1CCCCC1 (stereo unspecified)
 : 7%, 5%, -4%
CCCCSc1nnc(-c2c[nH]c3ccccc23)n1C
 : ?, 18%, -3%
C[N+]1(CC(=O)c2ccc(I)cc2)CCCc2ccccc21 (stereo unspecified)
 : 7.9µM*, -11%, .
CCC(=O)NC(c1cccc([N+](=O)[O-])c1)c1c(O)ccc2ccccc12 (stereo unspecified)
 : 2%, 1%, -18%
C/C(Cl)=C\CNC(C)c1ccccc1 (stereo unspecified)
 : -1%, -3%, 4%
O=C(NC1CCS(=O)(=O)C1)c1ccc(-c2ccc(Br)cc2)o1 (stereo unspecified)
 : ?, -13%, -7%
Cc1ccc2c(CN3CCCCC3C)cc(=O)oc2c1 (stereo unspecified)
 : -1%, -4%, -5%
Cc1nc2ccc(S(=O)(=O)NC(C(=O)N3CCC(C)CC3)C(C)C)cc2s1 (stereo unspecified)
 : 2%, 1%, -5%
O=C(NCCN1C(=O)S/C(=C\c2ccccc2F)C1=O)C1CCN(S(=O)(=O)c2cccs2)CC1
 : ?, -5%, -10%
O=C(CSc1ccccc1)Nc1cccc(S(=O)(=O)N2CCCC2)c1
 : 1%, 4%, 1%
COC(=O)c1cc(C)nc2c1c(=O)nc(SCc1cccc(C(F)(F)F)c1)n2C1CC1
 : -5%, 14%, -4%
CCCCn1c(CNC(=O)c2ccc(OC)cc2)nnc1SCC(=O)Nc1ccccc1
 : -10%, -15%, -1%
O=C(Nc1cc(-c2nc3cc(Cl)ccc3o2)ccc1Cl)c1cc2ccccc2o1
 : 5%, 0%, -1%
COc1ccc(CCC(=O)NCc2cccc(C(F)(F)F)c2)cc1
 : -5%, -19%, -16%
Cn1cc(S(=O)(=O)N2CCOCC2)cc1C(=O)Nc1ccc(Cl)c(C(F)(F)F)c1
 : ?, 15%, -8%
COc1ccc(CCn2c(-c3cc([N+](=O)[O-])cc([N+](=O)[O-])c3)nc3nc4ccccc4nc32)cc1
 : ?, -10%, -2%
Cc1ccc(C)c(C(=O)COC(=O)c2ccccc2N2C(=O)C3C4CCC(C4)C3C2=O)c1 (stereo unspecified)
 : 21µM*, -3%, -8%
COc1ccc(CN(CC(=O)NCCC(C)C)C(=O)CCC(=O)Nc2nccs2)cc1
 : 2%, -3%, -19%
Cc1cccc(C(=O)NCN2CCN(c3ccccc3C#N)CC2)c1
 : -5%&-11%&-24%, -4%, ?
O=C(C[n+]1ccn(-c2ccccc2)c1)c1ccc([N+](=O)[O-])cc1
 : 15µM*, 1%, -6%
Cc1ccc(NC(=O)COC(=O)c2cc(=O)c3ccccc3o2)cc1F
 : -14%, 17%, -7%
CCOc1ccccc1NC(=S)N1CCC(NC(=O)C(C)(C)C)CC1
 : -19%, -9%, 4%
O=C(CCCn1c(=O)oc2ccccc21)N1CCc2ccccc2C1
 : -10%, -11%, -8%
COc1cccc(-c2coc3c(C)c4oc(=O)c(CCC(=O)O)c(C)c4cc23)c1
 : 1%[9.04 µM], ?, -13%
Nc1ncc(Br)cc1S(=O)(=O)NCCC(=O)NCc1ccc(F)cc1
 : -15%, -12%, -9%
Clc1ccc(-c2cc(CN3CCCCC3)no2)cc1Cl
 : 5%, -6%, 4%
Cn1cc(C(=O)C(=O)N2CCc3ccccc32)c2ccccc21
 : -17%, 3%, 0%
